# Cneo AK release = Cryptococcus neoformans lysis via adenylate kinase release; C. neoformans lysis, adenylate kinase release luminescence, 4 h; normalised: neutral wells 0, clomiphene wells 100; lysis activity, % at 15 µM; actives 0.2% (n = 360,000);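 active = mean lysis activity across replicates of at least 80%, whatever share of replicates individually reach that level; inactive = mean lysis activity below 80%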
#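 read-out = cell lysis signal | test system = log-phase Cryptococcus neoformans yeast cells | input = cells at 5 × 10^6 per mL | medium = fresh YPD growth medium | signal = luminescent adenylate kinase detection reagent | timing = 4 h at 37 °C static, read 1 h later | dosing = single dose | controls = Clomiphene as positive lysis control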
# SIRT5 inh = sirtuin-5 (human) deacylase inhibition. actives 1.1% (n = 330,000). inhibition, % at 15 µM. Purified SirT5, succinyl-peptide AMC, trypsin-coupled fluorescence. AID 652115; in the data active = inhibition above about 15%
# PGC1a acetyl inh = modulators of PGC1a acetylation. U2OS PGC1a acetylation, AlphaScreen anti-acetyl-lysine; with virally co-expressed GCN5 acetyltransferase. inhibition, % at 15.6 µM. actives 0.17% (n = 350,000);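 active = every replicate shows inhibition of at least 40%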;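 also: 0% = neutral control wells and 100% = positive control wells; some results beyond the cut were filed as inactive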
# Statin myotox sup = suppression of simvastatin myotoxicity | rescue of ATP level, % at 7.49 µM | actives 0.78% (n = 330,000) | AID 602340 | C2C12 myotubes + simvastatin, ATP luminescence, 48 h; scaled: DMSO 0, geranylgeraniol control 100;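 active = mean ATP rescue above about 67%, or every replicate alone reaching that limit, limit read from the data, passing the limit was not always enough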;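 also: myotubes were challenged with 10 µM simvastatin during compound exposure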
# LGR2 antag = blocks bursicon-induced cAMP signaling via Drosophila LGR2; AID 720647; inhibition, % at 9.99 µM; HEK293 LGR2, CRE-luciferase, bursicon-stimulated, 4 h; actives 0.35% (n = 380,000);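 active = drop in luminescence signal, shown as inhibition above about 50% in the replicate tests, limit read from the data, passing the limit was not always enough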;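 also: agonist challenge used bursicon conditioned medium at about half maximal strength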
# ERAP1 inh = blocks human ERAP1 aminopeptidase activity | inhibition, % at 10.7 µM | recombinant ERAP1, Leu-AMC fluorescence, 60 min | actives 0.15% (n = 340,000) | AID 652197;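 active = mean replicate inhibition of at least 30%, or all replicates individually reaching that 30% level; inactive = mean below 30% and not every replicate reaching it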;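 also: 0% = neutral control wells and 100% = L-leucinethiol positive control wells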
# Target sequence (Q9NZ08 whole entry, looked up): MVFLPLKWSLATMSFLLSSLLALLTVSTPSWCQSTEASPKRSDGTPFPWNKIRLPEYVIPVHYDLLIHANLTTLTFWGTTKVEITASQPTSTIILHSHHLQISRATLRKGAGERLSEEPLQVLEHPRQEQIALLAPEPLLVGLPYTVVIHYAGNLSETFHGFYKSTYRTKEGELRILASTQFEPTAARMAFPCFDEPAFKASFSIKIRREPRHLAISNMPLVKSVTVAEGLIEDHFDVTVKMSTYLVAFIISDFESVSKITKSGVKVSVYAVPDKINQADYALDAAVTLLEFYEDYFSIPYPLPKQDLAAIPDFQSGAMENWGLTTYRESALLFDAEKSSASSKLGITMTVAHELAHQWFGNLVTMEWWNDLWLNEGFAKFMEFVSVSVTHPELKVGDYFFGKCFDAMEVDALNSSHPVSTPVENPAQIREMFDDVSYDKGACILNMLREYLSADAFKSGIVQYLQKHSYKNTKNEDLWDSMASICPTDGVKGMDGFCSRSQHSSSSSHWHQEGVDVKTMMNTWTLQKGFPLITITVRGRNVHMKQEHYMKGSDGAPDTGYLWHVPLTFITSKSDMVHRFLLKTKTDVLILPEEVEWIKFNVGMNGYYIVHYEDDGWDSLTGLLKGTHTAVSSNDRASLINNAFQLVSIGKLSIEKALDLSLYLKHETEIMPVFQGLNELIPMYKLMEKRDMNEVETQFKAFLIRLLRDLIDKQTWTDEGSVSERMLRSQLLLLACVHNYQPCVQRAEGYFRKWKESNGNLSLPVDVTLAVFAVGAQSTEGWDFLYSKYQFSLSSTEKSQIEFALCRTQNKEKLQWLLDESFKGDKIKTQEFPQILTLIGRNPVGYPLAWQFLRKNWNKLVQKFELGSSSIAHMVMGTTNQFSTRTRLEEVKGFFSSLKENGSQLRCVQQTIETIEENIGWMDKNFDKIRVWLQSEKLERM
# S100A4 inh HTS = inhibitors of human S100A4 binding to myosin IIA peptide; S100A4/TAMRA-MyoIIA peptide fluorescence polarization; inhibition, % at 10.7 µM; actives 0.14% (n = 360,000);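 active = mean inhibition of at least 70% across replicates, with every replicate also reaching that level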
# Target sequence (P26447 whole entry, looked up): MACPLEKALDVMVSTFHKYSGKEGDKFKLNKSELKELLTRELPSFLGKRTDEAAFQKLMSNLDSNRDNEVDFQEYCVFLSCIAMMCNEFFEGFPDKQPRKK
#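 Material: human S100A4 monomer with TAMRA-labelled myosin IIA peptide; buffer or medium: HEPES pH 7.2 with CaCl2, KCl, NaCl, DTT, Triton; compound dosing: one concentration per compound; schedule: 5 min incubation before reading; benchmarks: neutral control DMSO, positive control TFP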
# Xi reactivation = X-chromosome reactivation activator. actives 0.055% (n = 360,000). activation, % at 7.58 µM. XiGFP mouse fibroblasts, % GFP-positive cells imaging, 3 d; cells co-treated with 5-aza-dC sensitizer; scaled so ellipticine positive control = 100%. AID 743238;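 active = mean normalized replicate activation at least 10% and every replicate at or above 10%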;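 also: 0% = median of on-plate neutral control wells and 100% = ellipticine 6 µM median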
#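 System: 68-5-11 XiGFP fibroblast line; Timing: 3 days compound exposure; Compound dosing: one concentration, pinned; Benchmarks: positive control ellipticine, 6 µM final; Buffer or medium: DMEM containing 5-aza-dC.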
# The depositor's hits bear a star; · = no result given.
SMILES,Cneo AK release,SIRT5 inh,PGC1a acetyl inh,Statin myotox sup,LGR2 antag,ERAP1 inh,S100A4 inh HTS,Xi reactivation
C[C@@H]1CN([C@@H](C)CO)C(=O)c2cc(C#Cc3ccccc3F)cnc2O[C@H]1CN(C)C(=O)Cc1ccncc1,48,1,8,15,-5,5,-48,-0.3
COc1ccc(S(=O)(=O)Nc2ccc3c(c2)C(=O)N([C@@H](C)CO)C[C@@H](C)[C@@H](CN(C)C(=O)Nc2ccc4c(c2)OCO4)OCCCC[C@H](C)O3)cc1,-1,3,-8,·,2,-3,4,-0.1
COc1cc(C(=O)Nc2cc(S(=O)(=O)N3CCOCC3)ccc2N2CCN(C)CC2)cc(OC)c1OC,3,-2,3,5,-51,5,-3,0.3
COc1cc2c(C(=O)Nc3ccccc3F)cn(C)c(=O)c2cc1OC,1,-1,-13,-3,9,-1,3,0.3
Cc1[nH]c2ccccc2c1C(=O)COC(=O)C(C)C,3,·,-4,-4,-18,·,·,·
CN=C(Nc1cccnc1)c1cccc(C(F)(F)F)c1,2,-3,·,-2,28,1,-8,0.0
CCN(CC)S(=O)(=O)c1ccc(S(=O)(=O)N2CCCC2C(=O)O)cc1 (configuration not stated),-3,-2,1,4,-4,-2,-3,·
NC(=O)CC[C@H](NC(=O)c1ccc(F)cc1)C(=O)OCC(=O)Nc1c(F)c(F)c(F)c(F)c1F,0,-1,3,·,-7,-2,3,0.0
COc1ccc(-c2nn(C)c(=O)c3ccccc23)cc1CNC(=O)c1ccco1,1,·,-9,6,-4,·,·,·
C[C@H]1CN([C@@H](C)CO)C(=O)c2cc(NC(=O)Cc3cn(C)c4ccccc34)ccc2O[C@@H]1CN(C)Cc1ccncc1,1,3,4,1,-11,2,15,0.0
COCCn1c(Cc2ccccc2)nnc1SCC(=O)Nc1oc(C)c2c(C)n[nH]c(=O)c12,0,0,·,-15,1,2,1,0.0
O=C1NC(=O)C2(Br)Nc3ccc(Br)cc3C(=O)C2N1 (configuration not stated),2,1,15,-6,16,-1,1,-0.1
COc1ccc(OCCN2CCC(C(=O)NC(C)c3cccc4ccccc34)CC2)cc1 (configuration not stated),-1,-4,5,-3,-7,4,-6,-0.1
CC(C)N(C)C1CCN(C(=O)Nc2ccc(Cl)cc2)CC1,-1,·,3,-4,-2,·,·,·
COC(=O)[C@]12C(=O)C(C)=C(O)[C@@]1(C)C(C)=CC1[C@@]34CC[C@@H](OC(C)=O)C(C)(C)C3C(C[C@]12C)OC4=O (some centres not stated),4,·,-12,-1,-48,4,-2,·
CSc1ccccc1C(=O)Nc1ncn[nH]1,1,1,5,2,-16,0,-1,0.0
N#C[C@H]1[C@@H](c2ccc(-c3cccnc3)cc2)[C@@H](CO)N1C(=O)C1CC1,3,-2,14,-2,-3,-1,-13,0.2
COc1ccc(NC(=O)Nc2ccc3c(c2)C(=O)N([C@H](C)CO)C[C@H](C)[C@@H](CN(C)C(=O)CCC(F)(F)F)OCCCC[C@@H](C)O3)cc1,0,·,-4,·,2,·,·,-0.3
COc1ccc(C(C(=O)NC(C)(C)C)N(C(=O)CCC(=O)Nc2cc(C)on2)c2cc(C)cc(C)c2)cc1 (configuration not stated),-2,-3,11,11,5,-3,0,0.5
C[C@H](CO)N1C[C@H](C)[C@H](CN(C)C(=O)C2CCCCC2)Oc2ncc(Br)cc2C1=O,-4,-2,-2,-12,2,0,12,-0.3
CCOC(=O)Cc1csc(NC(=O)c2ccc3ncsc3c2)n1,0,-3,-8,0,-37,1,2,0.2
O=C1Nc2ccccc2C1=Nc1ccc(Cl)cc1,1,1,-2,8,13,4,1,0.0
CCOC(=O)C1CCC/C1=N\NC(=O)CN(c1cc(OC)ccc1OC)S(=O)(=O)c1ccccc1 (configuration not stated),0,1,0,·,-7,0,0,-0.1
C[C@@H]1CCCCO[C@H](CN(C)Cc2ccc3c(c2)OCO3)[C@@H](C)CN([C@@H](C)CO)C(=O)c2cc(NS(=O)(=O)c3ccc(F)cc3)ccc2O1,17,-1,-4,·,-9,-2,5,0.2

# Ordered by SMILES length (highest first): part of the list above
SMILES,Cneo AK release,SIRT5 inh,PGC1a acetyl inh,Statin myotox sup,LGR2 antag,ERAP1 inh,S100A4 inh HTS,Xi reactivation
C[C@@H]1CCCCO[C@H](CN(C)Cc2ccc3c(c2)OCO3)[C@@H](C)CN([C@@H](C)CO)C(=O)c2cc(NS(=O)(=O)c3ccc(F)cc3)ccc2O1,17,-1,-4,·,-9,-2,5,0.2
COc1ccc(NC(=O)Nc2ccc3c(c2)C(=O)N([C@H](C)CO)C[C@H](C)[C@@H](CN(C)C(=O)CCC(F)(F)F)OCCCC[C@@H](C)O3)cc1,0,·,-4,·,2,·,·,-0.3
COC(=O)[C@]12C(=O)C(C)=C(O)[C@@]1(C)C(C)=CC1[C@@]34CC[C@@H](OC(C)=O)C(C)(C)C3C(C[C@]12C)OC4=O (some centres not stated),4,·,-12,-1,-48,4,-2,·
C[C@H]1CN([C@@H](C)CO)C(=O)c2cc(NC(=O)Cc3cn(C)c4ccccc34)ccc2O[C@@H]1CN(C)Cc1ccncc1,1,3,4,1,-11,2,15,0.0
COc1ccc(C(C(=O)NC(C)(C)C)N(C(=O)CCC(=O)Nc2cc(C)on2)c2cc(C)cc(C)c2)cc1 (configuration not stated),-2,-3,11,11,5,-3,0,0.5
NC(=O)CC[C@H](NC(=O)c1ccc(F)cc1)C(=O)OCC(=O)Nc1c(F)c(F)c(F)c(F)c1F,0,-1,3,·,-7,-2,3,0.0
C[C@H](CO)N1C[C@H](C)[C@H](CN(C)C(=O)C2CCCCC2)Oc2ncc(Br)cc2C1=O,-4,-2,-2,-12,2,0,12,-0.3
CCOC(=O)C1CCC/C1=N\NC(=O)CN(c1cc(OC)ccc1OC)S(=O)(=O)c1ccccc1 (configuration not stated),0,1,0,·,-7,0,0,-0.1
N#C[C@H]1[C@@H](c2ccc(-c3cccnc3)cc2)[C@@H](CO)N1C(=O)C1CC1,3,-2,14,-2,-3,-1,-13,0.2
COc1ccc(OCCN2CCC(C(=O)NC(C)c3cccc4ccccc34)CC2)cc1 (configuration not stated),-1,-4,5,-3,-7,4,-6,-0.1
CCN(CC)S(=O)(=O)c1ccc(S(=O)(=O)N2CCCC2C(=O)O)cc1 (configuration not stated),-3,-2,1,4,-4,-2,-3,·
O=C1NC(=O)C2(Br)Nc3ccc(Br)cc3C(=O)C2N1 (configuration not stated),2,1,15,-6,16,-1,1,-0.1
CC(C)N(C)C1CCN(C(=O)Nc2ccc(Cl)cc2)CC1,-1,·,3,-4,-2,·,·,·
O=C1Nc2ccccc2C1=Nc1ccc(Cl)cc1,1,1,-2,8,13,4,1,0.0
CSc1ccccc1C(=O)Nc1ncn[nH]1,1,1,5,2,-16,0,-1,0.0

# Carrying on.
SMILES,Cneo AK release,SIRT5 inh,PGC1a acetyl inh,Statin myotox sup,LGR2 antag,ERAP1 inh,S100A4 inh HTS,Xi reactivation
Cc1ccc(C)c(SCC(=O)NC2CCS(=O)(=O)C2)c1 (configuration not stated),0,-2,·,1,-6,-7,5,-0.1
COc1ccc(NC(=O)N(C)C[C@@H]2Oc3ccc(NS(=O)(=O)c4ccc(Cl)cc4)cc3C(=O)N([C@H](C)CO)C[C@H]2C)cc1,0,2,3,·,3,5,0,-1.2
C[C@@H]1CN([C@@H](C)CO)C(=O)c2cc(NC(=O)C3CCCCC3)ccc2O[C@@H](C)CCCCO[C@@H]1CN(C)Cc1ccc2c(c1)OCO2,52,8,·,6,6,3,-1,0.0
Cn1nc(-c2ccc(Cl)cc2)c2cc(C(=O)N3CCN(c4ccccc4)CC3)sc21,-4,·,-6,7,-6,·,3,-0.2
COc1cccc(C(=O)NCCS(=O)(=O)NCc2ccc3c(c2)OCO3)c1,-2,-2,12,5,-1,-1,3,0.0
COCC(=O)Nc1ccc2c(c1)C(=O)N(C)C[C@@H](OC)[C@H](C)CN(C(=O)c1ccccn1)[C@@H](C)CO2,-2,0,5,-17,11,4,6,0.3
Cc1cccc(CN2CCN(Cc3ccc(-n4cccn4)cc3)CC2CCO)n1 (configuration not stated),·,-2,11,0,22,·,2,·
CN(C(=O)NC1CCCCC1)[C@H]1C[C@H]2c3[nH]c4ccccc4c3CCN2C(=O)[C@H]1CO,1,-7,-3,-4,2,-13,1,0.6
Cc1ccc(CC(C)(O)CC(C)(O)Cc2ccc(C)cc2)cc1 (configuration not stated),0,3,·,·,-16,-3,-2,0.0
N#CC(C#N)=Cc1c[nH]c(=O)c(C#N)c1Nc1ccccc1,1,-5,4,·,1,·,-5,0.1
Cc1nn(-c2ccccc2)c(N2CCCC2)c1/C=N/NC(=S)Nc1ccccc1C(F)(F)F,·,-3,·,·,3,6,-9,0.0
Cc1cc(=O)[nH]c(SCC(=O)Nc2ccc(C)c(S(=O)(=O)N3CCCCC3)c2)n1,1,1,-2,·,15,3,3,-0.2
O=S(=O)(N[C@H]1CC[C@@H](CCn2cc(Cc3ccccc3)nn2)O[C@@H]1CO)c1ccccc1F,-3,2,-6,-10,-5,0,-4,0.0
COc1ccc(-c2csc3ncnc(N4CCN(S(=O)(=O)c5ccc(C(C)=O)cc5)CC4)c23)cc1,1,2,2,-35,10,-9,5,-0.1
Cc1ccc(CC(=O)OC(C)C(=O)NC2CCCCC2C)cc1C (configuration not stated),-1,-2,0,-14,7,-1,2,0.1
O=C(CSc1ccc2nnc(-c3cccs3)n2n1)N1CCOCC1,1,2,13,-1,-1,6,2,0.0
COc1cccc(C2=CC(=O)CCC2)c1,-1,·,·,4,17,·,·,0.0
Cc1ccc(S(=O)(=O)N2CCN(C(=O)COC(=O)CNC(=O)c3ccc(Cl)cc3Cl)CC2)c(C)c1,0,0,27,3,6,7,6,-1.1
COc1cccc(NC(=O)N(C)C[C@H]2Oc3cc(-c4ccccc4OC)ccc3S(=O)(=O)N([C@H](C)CO)C[C@@H]2C)c1,1,-1,-4,6,-8,1,-12,0.0
Oc1cc(Nc2cccnc2)cc2cccnc12,30,2,19,33,21,-1,2,0.0
CC1CC(=O)Nc2cc([N+](=O)[O-])ccc2N1 (configuration not stated),·,0,6,5,4,·,4,-0.2
O=C1NC[C@@H](Cc2ccc(O)cc2)N(CCCCC2CCCCC2)C1=O,·,·,·,·,-8,3,-3,0.0
COc1ccc(S(=O)(=O)N2CCC[C@H]2C(=O)NCc2ccc(Cl)cc2)cc1,-2,-2,-7,8,5,·,-2,·
COc1ccc(N2CCN(CC(O)COC(c3ccccc3)c3ccccc3)CC2)cc1 (configuration not stated),-2,2,·,1,19,0,0,0.0
O=C(Nc1cccc2ccccc12)C(=O)C1C(=O)Nc2ccccc21 (configuration not stated),2,1,-1,·,-5,·,-2,2.9
CO[C@H]1CN(C)C(=O)c2cc(NS(C)(=O)=O)ccc2OC[C@H](C)N(S(C)(=O)=O)C[C@H]1C,-2,0,6,-15,-9,-1,-2,0.6
Cc1ccc(NC2CCCN(C(=O)c3cn4cccc(C)c4n3)C2)cc1C (configuration not stated),-4,1,-1,2,11,0,3,-0.1
Cc1ccc(-c2csc3ncn(CC(=O)N4CCOCC4)c(=O)c23)cc1,0,-1,-1,·,·,0,0,·
O=C(CNCc1ccccc1)NC1C2CC3CC(C2)CC1C3 (configuration not stated),1,-10,8,-13,-19,0,7,0.0

# Screening results deposited in PubChem by Broad Institute.

# The list is partial; the hit share may differ from the screen's.
